CHO-K1 Ca PAM: M1 PAM counterscreen hit in parental CHO-K1 cells; AID 602247; activation, % at 3 µM; hit rate 0.02% among 360,000; ATP EC20, Fluo-8 calcium fluorescence; 0% at ATP EC20, 100% at ATP max;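 active means activation above the run cutoff, the mean activation of all test compounds plus 3 SD, cut at about 40% in these data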;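 further: peak over basal fluorescence ratio in a 140 s read after ATP addition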
CHO parental Ca: counter-screen: ATP calcium response change in parental CHO cells; parental CHO-K1, ATP-induced calcium, Fluo-8 fluorescence; inhibition, % at 5.6 µM; hit rate 0.63% among 330,000;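 active means inhibition above that plate's mean sample inhibition plus 3 SD, cut at about 26% in these data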;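 further: 0% = ATP-challenged DMSO wells and 100% = DMSO wells without ATP; some compounds past the cut are filed as inactive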
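Material: parental CHO cells / Compound: single nominal dose of 5.6 µM per compound / Signal: Fluo-8 fluorescence / Replicates: singlicate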
V1R ag counter: V1a receptor agonism, counter-screen for OXTR agonists | P37288 | CHO-V1R cells, Fluo-8 calcium fluorescence, agonist mode; 0% DMSO, 100% 3 nM vasopressin | activation, % at 3 µM | hit rate 0.25% among 320,000 | AID 2797;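 active means activation above the mean activation of all tested compounds plus 3 SD, per screening run, cut at about 20% in these data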;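 further: signal is peak over basal fluorescence ratio across a 100 second FLIPR read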
Target sequence (P37288 whole entry, looked up): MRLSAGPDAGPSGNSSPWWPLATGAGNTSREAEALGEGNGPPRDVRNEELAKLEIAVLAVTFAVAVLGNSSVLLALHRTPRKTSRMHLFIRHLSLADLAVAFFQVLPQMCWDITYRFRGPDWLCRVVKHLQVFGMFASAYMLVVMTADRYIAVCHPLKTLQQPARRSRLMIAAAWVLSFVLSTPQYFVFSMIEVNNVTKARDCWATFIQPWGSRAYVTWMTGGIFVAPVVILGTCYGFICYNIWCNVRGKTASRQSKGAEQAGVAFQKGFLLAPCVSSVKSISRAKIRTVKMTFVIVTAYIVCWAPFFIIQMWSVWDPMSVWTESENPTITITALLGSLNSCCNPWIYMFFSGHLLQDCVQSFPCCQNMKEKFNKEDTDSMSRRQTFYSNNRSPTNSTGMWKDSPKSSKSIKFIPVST
CHO-K1 Ca ag: counter-screen for M1 agonists: effect in parental CHO-K1 cells; Fluo-8 calcium fluorescence; scaled to maximal ATP response, vehicle zero; activation, % at 3 µM; hit rate 0.48% among 360,000; AID 602248; in the data active means activation above about 15%;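 further: untransfected CHO-K1 host cells lacking M1 receptor as counterscreen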
TAAR1 ag: human TAAR1 agonism; CHO RD-HGA16 TAAR1, Fluo-8 calcium fluorescence; vehicle wells 0%, saturating PEA agonist 100%; activation, % at 3 µM; hit rate 0.99% among 360,000; AID 624467;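 active means activation above the mean activation of all test compounds in the run plus 3 SD, cut at about 38% in these data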
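System: CHO-derived RD-HGA16 cells with stable Gα16 and human TAAR1. Times: 17-24 h plating, Fluo-8 75 min 37 °C, 30 min RT. Measured by: calcium-sensitive Fluo-8 signal, excitation 470-495, emission 515-575 nm. Read-out basis: % activation relative to PEA EC100 response. Control set: DMSO and PEA EC100. Repeats: no replicates (n 1).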
OXTR potentiate: potentiators of human oxytocin receptor. AID 2445. CHO-OTR cells, Fluo-8 calcium fluorescence, potentiator mode; 0% = oxytocin EC15, 100% = EC100. hit rate 0.061% among 320,000. P30559. activation, % at 3 µM;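 active means activation above that plate's cutoff, the mean activation of tested compounds plus 3 SD, cut at about 6.6% in these data, passing the limit was not always enough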;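 further: 100% uses oxytocin at 75 nM as the full agonist control; some results filed as inactive read as strong as hits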
Target sequence (P30559 whole entry, looked up): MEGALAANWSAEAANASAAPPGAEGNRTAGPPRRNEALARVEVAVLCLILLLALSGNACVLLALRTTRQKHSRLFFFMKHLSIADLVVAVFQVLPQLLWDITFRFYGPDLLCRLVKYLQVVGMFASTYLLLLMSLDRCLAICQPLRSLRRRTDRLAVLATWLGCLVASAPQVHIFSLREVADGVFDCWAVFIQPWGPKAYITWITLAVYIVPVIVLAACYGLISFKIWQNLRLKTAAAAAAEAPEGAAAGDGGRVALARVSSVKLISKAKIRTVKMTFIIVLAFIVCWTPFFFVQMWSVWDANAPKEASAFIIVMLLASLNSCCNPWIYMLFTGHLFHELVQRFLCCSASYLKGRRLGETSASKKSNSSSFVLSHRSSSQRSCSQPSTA
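Assay system: CHO cell line stably expressing human OTR. Reagent: EC15 oxytocin agonist. Dosing: single dose, 3.0 µM nominal final compound concentration. Timing: compound 6 min at room temperature before oxytocin, 100 s read. Signal: kinetic Fluo-8 calcium fluorescence. Controls: oxytocin EC15 low and EC100 high.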
CHO-K1 Ca antag: counter-screen for M1 antagonists: effect in parental CHO-K1 cells; ATP-induced calcium, Fluo-8 fluorescence; inhibition, % at 3 µM; hit rate 0.6% among 360,000; AID 602250;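 active means inhibition above a per-plate cutoff, the plate's mean sample inhibition plus 3 SD, cut at about 24% in these data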;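 further: 0% = DMSO plus EC80 ATP and 100% = DMSO alone without ATP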
TAAR1 antag: antagonists of human TAAR1 | Q96RJ0 | CHO RD-HGA16 TAAR1, Fluo-8 calcium fluorescence, antagonist | inhibition, % at 3 µM | hit rate 1.5% among 360,000 | AID 624466;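 active means inhibition above a per-plate cutoff, the mean inhibition of test compounds on that plate plus 3 SD, cut at about 49% in these data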;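 further: 0% = DMSO plus EC80 beta-PEA response and 100% = DMSO alone without agonist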
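Test system: RD-HGA16 CHO cells with stable hTAAR1 and Gα16 / Probe or stimulus: EC80 β-phenethylamine stimulus / Times: seeding 17-24 h prior, 75-min 37 °C, 30-min RT dye loading / Detection: Fluo-8 calcium-sensitive fluorescence / Read-out basis: % inhibition scaled between DMSO and EC80 PEA controls / Repeats: singlicate, one well per test compound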
M1 ag: activates human CHRM1 receptor; P11229; CHO-K1 hM1, Fluo-8 calcium fluorescence, agonist mode; 0% DMSO, 100% acetylcholine EC100; activation, % at 3 µM; hit rate 0.33% among 360,000; AID 588814;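 active means activation above the run's mean compound activation plus 3 SD, cut at about 16% in these data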;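 further: peak over basal fluorescence ratio within a 140 s kinetic read after compound addition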
The depositor's hits bear a star; / = no result given.

A first look (three entries):
SMILES	CHO-K1 Ca PAM	CHO parental Ca	V1R ag counter	CHO-K1 Ca ag	TAAR1 ag	OXTR potentiate	CHO-K1 Ca antag	TAAR1 antag	M1 ag
CCn1c(CNC(=O)Cc2ccc(OC)cc2)nnc1SCC(=O)c1ccc(Br)cc1	14	-28	7.3	1.4	/	-12	-6	/	11
COc1ccc(OC)c(S(=O)(=O)Nc2ccc(O)c(Sc3ncn[nH]3)c2)c1	8	-12	0.0	0.5	/	1	-35	/	-1
CN(CCc1ccccc1)C1CCCN(S(=O)(=O)N(C)C)C1 (centres undefined)	15	-2	0.2	1.2	1	-12	-12	-10	-9

Results, from the first entry:
SMILES	CHO-K1 Ca PAM	CHO parental Ca	V1R ag counter	CHO-K1 Ca ag	TAAR1 ag	OXTR potentiate	CHO-K1 Ca antag	TAAR1 antag	M1 ag
CCn1c(CNC(=O)Cc2ccc(OC)cc2)nnc1SCC(=O)c1ccc(Br)cc1	14	-28	7.3	1.4	/	-12	-6	/	11
COc1ccc(OC)c(S(=O)(=O)Nc2ccc(O)c(Sc3ncn[nH]3)c2)c1	8	-12	0.0	0.5	/	1	-35	/	-1
CN(CCc1ccccc1)C1CCCN(S(=O)(=O)N(C)C)C1 (centres undefined)	15	-2	0.2	1.2	1	-12	-12	-10	-9
CCOC(=O)NNC(=O)c1[nH]c2ccc(Br)cc2c1-c1ccccc1	9	-20	3.2	2.4	5	-15	-11	8	2
COc1cccc(/C=N/NC(=O)C(C)Cn2cnc3ccccc32)c1 (centres undefined)	15	-25	-1.2	1.1	3	-9	-12	-18	-4
CC(C)CCC(C(=O)NC(C)c1ccccc1)C(=O)NC(C)c1ccccc1 (centres undefined)	1	-22	2.5	1.2	3	-22	4	-4	5
Cc1ccccc1NCC(=O)N=Nc1c(O)[nH]c2ccc([N+](=O)[O-])cc12	13	-3	1.9	4.7	9	-5	-15	22	-3
O=C(Cc1cccs1)Nc1cccc(-c2ccc3nncn3n2)c1	-5	2	0.2	1.3	4	-7	8	2	-4
O=C(Nc1ccc(Cl)c(S(=O)(=O)N2CCOCC2)c1)C1=NN(c2ccccc2)C(=O)CC1	4	-6	1.0	2.9	7	-8	1	14	0
O=C(c1ccc(Cl)cc1Cl)N1CCN(c2ccccn2)CC1	12	-12	0.1	1.7	1	-10	-9	-7	-1
O=C1O/C(=C\C(=O)N2CCOCC2)c2ccccc21	-2	-7	1.3	-0.1	3	-12	8	7	6
NC(=S)NN=C1CCCCCCCC1	21	/	/	0.3	3	/	-14	-12	1
O=CN1CCN(C(=O)c2ccccc2Cl)CC1	15	4	0.4	0.1	1	-3	-5	5	-1
COc1ccc(OC)c(NC(=O)CSC2=NN3CCCC(=O)N=C3S2)c1	0	-16	4.8	5.7	5	-9	2	10	0
O=C(NCC1CCCCC1)c1cccc(Br)c1	13	-9	-1.4	0.8	-2	-14	-15	13	-4
C[C@@H]1CN([C@@H](C)CO)C(=O)c2cc(NC(=O)CCC(F)(F)F)ccc2O[C@H]1CN(C)S(=O)(=O)c1ccc(Cl)cc1	-5	-16	1.5	0.0	1	-2	-11	10	-9
CCCC(=O)Nc1ccc(Cl)c(NC(=O)c2ccc(Br)o2)c1	-2	-28	-0.6	0.1	5	-3	-19	21	-2
O=C(NCCc1ccc(C(F)(F)F)cc1)C1CC(=O)N(c2ccc3c(c2)OCCO3)C1 (centres undefined)	0	-19	1.5	0.2	3	-7	-7	-17	3
COc1c(C(=O)Nc2nccs2)ccc2ccccc12	-6	-21	1.6	1.7	11	-7	13	19	-1
COc1ccc(S(=O)(=O)N2CCCCC2)cc1NC(=O)[C@@H]1CCCN1C(=O)c1cccs1	-24	-13	-0.6	-0.4	2	0	5	-20	3
O=C(CNc1ccccc1)Nc1ccc(F)cc1	-3	4	0.5	0.2	10	-4	-5	3	-2
Cc1cc(C)cc(NS(=O)(=O)c2coc(C(N)=O)c2)c1	1	-1	0.1	0.0	2	-4	-9	-16	1
COc1ccc(NC(=O)c2c(-c3ccccc3)noc2C)c(OC)c1	16	-18	5.9	9.9	-1	5	-7	-13	-2
CCc1cc(=S)n2c([nH]c3ccccc32)c1C#N	16	-22	0.7	1.6	/	-2	-16	/	-3
Clc1cccc(-c2noc3ncnc(Nc4ccc5c(c4)OCO5)c23)c1	-14	-15	-0.6	-0.2	0	-6	-17	12	-6
O=C1OC(c2cccc([N+](=O)[O-])c2)C2(CCCC2)C(=O)C12CCCCC2 (centres undefined)	7	-36	-1.1	-0.1	-2	-7	-4	-11	-8
COc1cc(C2NC(=O)NC(C)=C2C(=O)OCC2CCCO2)ccc1O (centres undefined)	5	-1	0.7	-0.1	4	3	-16	15	2
O=[N+]([O-])c1ccccc1OCCOc1ccccc1[N+](=O)[O-]	-17	-3	11	0.4	1	-10	5	-10	-8
CCCCC1=CC2=CC(=O)C(C)(OC(=O)CC)C(=O)C2=CN1Cc1ccccc1 (centres undefined)	15	-22	-0.9	0.0	0	-4	-14	1	-8
Cn1cc(Cl)c(C(=O)Nc2cccc(Cl)c2Cl)n1	8	1	0.3	0.1	3	4	-12	-5	-3
CN(CC1COc2ccccc2O1)C(=S)NC1CCCCC1 (centres undefined)	21	-25	-0.9	2.9	-3	-5	-12	-16	-5
CCNc1nc(NCC)n2c(SCC(=O)N(CC)C3CCCCC3)nnc2n1	9	-19	0.5	1.4	1	-10	-1	19	-6
Cc1ccccc1C(=O)N1CCC(C(=O)N2CCN(Cc3ccc4c(c3)OCO4)CC2)CC1	6	-8	0.8	1.1	5	-2	-10	-30	-7
O=C(CCNS(=O)(=O)c1ccccc1)N1CCCCCCC1	7	-11	0.5	0.9	2	-6	-5	-2	-1
O=C(COC(=O)CCCN1C(=O)c2cccc3cccc(c23)C1=O)Nc1ccc(Cl)cc1	31	-18	2.1	3.4	5	-1	-11	4	-8
CC(=O)c1cc2ccc(O)cc2oc1=O	-9	-4	1.7	0.4	1	-8	-2	-22	1
CNc1nc(C)c(C(C)=O)cc1C#N	5	2	0.9	0.8	21	-12	-10	-15	-3
COc1ccc(CNn2c(C)nc3ccccc3c2=O)cc1	0	-19	1.2	4.3	6	-4	-7	28	-1
C[C@H](NC(=O)c1ncn2c1C(=O)NC[C@@H]2C)c1ccccc1	12	/	/	5.7	0	/	9	-13	-2
COc1ccc(-c2oc3cccnc3c2-c2ccc(OC)nc2)cc1	6	-29	-0.1	-0.4	5	0	-14	7	-8
COc1ccc2[nH]c3c(c2c1)CCN1C(=O)N([C@@H](C)C(=O)NCc2ccc(C)cc2)C(=O)[C@]31C	-13	-24	1.4	1.1	4	-6	8	7	-1
O=C(CN1C(=O)NC2(CCCCC2)C1=O)N1CCN(S(=O)(=O)c2ccc(F)cc2)CC1	-1	-20	0.7	0.9	0	0	1	-1	-4
COCCN(C(=O)CCC(=O)Nc1nccs1)C(C(=O)NC(C)(C)C)c1ccc(Cl)cc1 (centres undefined)	7	-27	-0.4	-0.4	6	-14	-1	-5	-4
CN(Cc1ccc(OC(F)F)cc1)C(=O)c1ccc2nccnc2c1	2	-1	0.6	0.1	9	0	8	14	-2
O=C(CNc1ccc2ccccc2c1)NNC1=NCCC1	4	0	0.6	0.4	3	-4	-2	10	-2
O=C(Cc1ccccc1)NCCn1ccc2ccccc21	-2	-5	0.9	2.7	4	0	4	-9	2
O=C1CCCc2c1[nH]c1ccc(Br)cc21	13	-11	-1.2	0.2	8	3	4	-6	-5
Cc1nn(-c2ccccc2)c2sc(C(=O)NC3CCCCC3)cc12	-4	-23	-0.6	-0.8	4	-3	-7	-8	-5
CC(=O)c1ccc(OCc2cc(C(=O)N3CCOCC3)no2)cc1	-6	-11	5.4	0.8	2	-7	-6	-15	-2
Cc1cc(C(=O)CSc2nc(N)cc(N)n2)c(C)n1-c1cccc(C(F)(F)F)c1	20	2	2.2	2.0	10	-7	-15	1	-2
BrC(=C\c1ccccc1)/C=N/Nc1ccc2nncn2n1	-11	-5	4.5	3.4	67*	-11	4	8	2
O=C(COC(=O)CCNS(=O)(=O)c1cccs1)Nc1ccccc1	14	-7	1.3	1.9	2	1	-15	-16	0
CC(C)N(CCCNC(=O)C1CCC(CNS(=O)(=O)c2ccccc2)CC1)Cc1ccccc1 (centres undefined)	17	-16	0.4	1.4	5	-8	-16	-16	-14
COc1ccc(S(=O)(=O)N(C(=O)c2ccncc2)c2ccc3oc4c(c3c2)CCCC4)cc1	11	-37	0.7	0.2	1	-2	-6	19	-6
Cc1noc(C)c1S(=O)(=O)N(C)C[C@H]1Oc2ccc(NC(=O)NC(C)C)cc2C(=O)N([C@H](C)CO)C[C@@H]1C	-16	-11	1.2	0.0	8	-9	-20	12	-5
COc1cccc(CNc2nc3ccccc3n2CCN2CCCCC2)c1OC	8	-6	0.2	1.8	10	-1	-17	-10	-6
O=c1cc(N2CCN(Cc3ccccc3)CC2)[nH]c(=O)n1Cc1ccc(F)cc1	10	-6	0.6	0.5	2	7	-9	3	-5
Cc1cc2cc(CN(CCCO)S(=O)(=O)c3cccc4nsnc34)c(=O)[nH]c2cc1C	10	-18	2.6	5.6	23	-7	-1	16	0
CCn1c(=O)c(C(=O)CN2CCN(Cc3ccc4c(c3)OCO4)CC2)c(N)n(Cc2ccccc2)c1=O	26	-25	0.1	0.3	5	-1	-16	6	-11
CCC(=O)N1CCN(c2ccc(Cl)cc2NC(=O)c2ccc([N+](=O)[O-])o2)CC1	-16	-22	2.4	0.3	7	-14	8	24	-2
The list continues.
SMILES	CHO-K1 Ca PAM	CHO parental Ca	V1R ag counter	CHO-K1 Ca ag	TAAR1 ag	OXTR potentiate	CHO-K1 Ca antag	TAAR1 antag	M1 ag
CCOC(=O)c1ccc2c(c1)nc(SCC(=O)N1CCCCC1)n2CC	9	-10	-0.9	0.3	0	-4	-6	-17	-5
CCSc1nnc(NC(=O)CSc2nnc(-c3c[nH]c4ccccc34)n2C)s1	-2	-7	0.2	-0.6	2	-4	5	-11	2
CC(C)N1CCC(N2CCN(C/C=C/c3ccc(F)cc3)CC2CCO)CC1 (centres undefined)	-13	-7	0.7	-0.6	5	-9	21	-13	-9
Cc1cc(NC(=O)c2ccccc2-c2ccccc2)ccc1Br	7	-27	-0.8	-0.2	-3	-13	-4	18	-11
CCOC(=O)C1CCN(C(=O)c2cc(C)n(C(C)(C)C)n2)CC1	10	-22	-1.6	1.2	1	5	-8	-14	-1
COc1ccc(-c2cc(C)no2)cc1S(=O)(=O)N1CCCCC1	11	-5	-0.6	1.3	3	-16	-4	-2	3

Screens (PubChem)
